Screens (PubChem)
USP1 inh: USP1/UAF1 (human) deubiquitinase inhibition. O94782. recombinant USP1/UAF1, Ub-Rhodamine cleavage fluorescence. Potency, µM (top dose mostly 57.1 µM), inactives show at the highest dose activity change, negative = inhibition, hits mostly inhibitors. 390,000 tested, 0.23% active; further: potency means the concentration at half of the fitted maximal effect; on the % scale 0 is the no-effect control and ±100 the full control effect; nearly all actives have a fitted effect of over 60% in size; inactives centre near -12
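USP1/UAF1 complex at 1 nM was preincubated with compound for 15 min at room temperature, then Ub-Rho substrate (150nM final) was added. Fluorescence (480/540 nm) was read kinetically, 6 reads every 60 seconds.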
TrxR1 substrate: is turned over as a substrate by rat TrxR1; AID 588456; purified TrxR1 substrate turnover, NADPH consumption readout; O89049; Potency, µM (highest dose often 114 µM), for inactives: top-dose activity change, negative = substrate turnover; 390,000 tested, 0.01% active; further: potency means the concentration at half of the fitted maximal effect; on the % scale 0 is the no-effect control and ±100 the full control effect; nearly all actives have a fitted effect of over 50% in size
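Rat TrxR1, dispensed at 90 nM, was prereduced with 400 uM NADPH (final) for 5 min at ~22 deg C, then incubated with compound 15 min before 400 uM selenite. A first-read NADPH fluorescence drop versus no-compound background flagged substrates.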
LDHA block: LDHA (human) enzyme inhibition; P00338; activity change, % (values are at about 110 or 230 µM); 480,000 tested, 0.15% active; purified LDHA, NADH/diaphorase-resazurin fluorescence; stronger effect = lower value; in the data active means activity change below about -30%; inconclusive means mostly about -25% to -30%;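 further: plate controls were DMSO wells for no effect and wells without enzyme for full effect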
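Enzyme activity of human lactate dehydrogenase 5 (2 nM; 0.06 mM NADH, 0.2 mM pyruvate, 5 min, RT) is measured via a resazurin/diaphorase fluorescence readout of residual NADH.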
Glioma ERSR ind: inducers of ER stress response in human glioma cells; U87-MG GRP78 promoter luciferase reporter, 16 h; Potency, µM, for inactives: at the top dose activation, actives largely listed as activators; 420,000 tested, 0.02% active; AID 602332; further: potency means the concentration at half of the fitted maximal effect; series mostly up to about 76 µM; % of control where 0% means no effect; nearly all actives have a fitted effect of over 35% in size
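ERSR induction read as luciferase luminescence (Bright-Glo, 10 min at room temperature) in stably transfected human U87-MG glioma cells exposed to compounds for 16 h, using GRP78 as sensor.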
IDH1 R132H inh: human IDH1 R132H inhibition; O75874; IDH1-R132H enzyme, NADPH consumption, diaphorase/resazurin fluorescence; Potency, µM (top dose mostly 76.6 µM), inactives show top-dose activity change, negative = inhibition, usual class: inhibitors; 390,000 tested, 0.093% active; AID 602179; further: potency means the concentration at half of the fitted maximal effect; on the % scale 0 is the no-effect control and ±100 the full control effect; nearly all actives have a fitted effect of over 65% in size
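IDH1-R132H (0.5 ug/mL) preincubated 30 min with compound, then NADPH (0.016 mM) and alpha-KG (2 mM) added; 80 min at RT, pH 7.5. Remaining NADPH coupled via diaphorase/resazurin to fluorescence (540/590 nm); concentration-response curves normalized to no-enzyme control.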
Vif-A3F inh: inhibitors of Vif-A3F interaction. HeLa A3F-eYFP + Vif (tagged APOBEC3F with the HIV-1 protein that degrades it), YFP fluorescence increase. Potency, µM (series often up to 46.1 µM), inactives show top-dose activity, negative = active. 390,000 tested, 0.2% active. AID 602313; further: potency means the concentration at half of the fitted maximal effect; % of control where 0% means no effect; nearly all actives have a fitted effect of over 65% in size
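HeLa cells stably expressing Vif plus C-terminally eYFP-tagged A3F were seeded, incubated overnight at 37 deg C, dosed with compound, incubated overnight again at 37 deg C. Yellow fluorescence (Ex 488/Em 500-530) reported blocked Vif-mediated A3F-eYFP degradation.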
PI4K2A block: blocks human PI4K2A kinase activity. activity change, negative = inhibition, % at 76.9 µM. AID 1346378. purified PI4K2A, ADP-Glo luminescence, 1 h; stronger effect = lower value. Q9BTU6. 420,000 tested, 0.13% active; in the data active means activity change below about -50%; inconclusive means mostly about -30% to -49%;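 further: -100% = wells without enzyme as full effect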
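In this quantitative HTS, ADP production by PI4K2A was quantified luminescently after 1 h at ambient temperature; 100 microM adenosine served as plate-quality control.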
Vif-APOBEC3G blk: inhibitors of Vif-APOBEC3G interaction; 410,000 tested, 0.076% active; Potency, µM (titrated, usually from 46.1 µM), for inactives: at the highest dose activity, negative = active, usual class: inhibitors; Q9HC16; HeLa A3G-eYFP + Vif (tagged APOBEC3G with the HIV-1 protein that degrades it), YFP fluorescence, overnight;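 further: potency means the concentration at half of the fitted maximal effect; on the % scale 0 is the no-effect control and ±100 the full control effect; nearly all actives have a fitted effect of over 60% in size; hits raise eYFP signal because A3G escapes Vif-driven loss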
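HeLa cells stably expressing Vif and C-terminally eYFP-tagged A3G, seeded overnight at 37 deg C, then exposed to compound by pintool overnight at 37 deg C. Rise in yellow fluorescence (Ex 488/Em 500-530, Acumen) marks blocked Vif-driven A3G degradation.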
RXFP1 agonist: activates the human relaxin receptor RXFP1; Q9HBX9; HEK293T-RXFP1 cAMP TR-FRET, 30 min; response scale: percent of porcine relaxin response, buffer zero; Potency, µM (series often up to 57.5 µM), for the others: top-dose activation, most hits filed as activators; 370,000 tested, 0.3% active; AID 2676; further: potency means the concentration at half of the fitted maximal effect; on the % scale 0 is the no-effect control and ±100 the full control effect; nearly all actives have a fitted effect of over 60% in size; many of its hits are not listed in these tables
Target sequence (Q9HBX9 whole entry, looked up): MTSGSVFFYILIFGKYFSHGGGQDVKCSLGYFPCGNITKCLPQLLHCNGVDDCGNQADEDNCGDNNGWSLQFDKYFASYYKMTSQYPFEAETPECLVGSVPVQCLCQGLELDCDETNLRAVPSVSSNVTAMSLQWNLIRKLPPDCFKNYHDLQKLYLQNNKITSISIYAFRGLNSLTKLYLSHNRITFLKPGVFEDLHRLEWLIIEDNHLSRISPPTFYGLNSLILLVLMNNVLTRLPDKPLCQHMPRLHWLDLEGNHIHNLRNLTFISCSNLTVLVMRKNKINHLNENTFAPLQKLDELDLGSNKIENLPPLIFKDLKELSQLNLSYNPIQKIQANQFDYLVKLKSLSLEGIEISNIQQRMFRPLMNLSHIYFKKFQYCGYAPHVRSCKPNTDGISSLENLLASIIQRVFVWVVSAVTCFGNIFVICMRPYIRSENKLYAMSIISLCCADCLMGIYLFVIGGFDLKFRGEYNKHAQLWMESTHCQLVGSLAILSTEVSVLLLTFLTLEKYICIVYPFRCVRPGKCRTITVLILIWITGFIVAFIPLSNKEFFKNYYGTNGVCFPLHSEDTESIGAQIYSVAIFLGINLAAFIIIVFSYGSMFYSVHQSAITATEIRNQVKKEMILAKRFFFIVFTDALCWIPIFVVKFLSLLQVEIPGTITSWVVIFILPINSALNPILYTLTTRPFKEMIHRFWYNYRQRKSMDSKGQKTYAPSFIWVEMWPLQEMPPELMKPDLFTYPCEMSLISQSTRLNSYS
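HEK293T cells stably expressing RXFP1 were pretreated with the PDE4 inhibitor Ro 20174, exposed to compounds for 30 min at 37C, lysed, and cAMP was read by TR-FRET. Data normalized to buffer (basal) and 29 nM porcine relaxin (100%).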
Starred values were filed as active, the others as inactive; ? = inconclusive; / = no result given; & = joins results of further samples; [ ] = dose if it differs, or a comment. Unless noted, the call rests on the fitted dose curve; in most records, active means well fitted curve in the direction sought with a large enough effect; inconclusive means small, poorly fitted or top-dose-only effect, or another doubt; inactive means no such curve, though single readings can be large; an effect the other way counts as inactive or inconclusive. Not all compounds are listed. The share of hits here may be higher or lower than overall.

Under each structure – USP1 inh, TrxR1 substrate, LDHA block, Glioma ERSR ind, IDH1 R132H inh, Vif-A3F inh, PI4K2A block, Vif-APOBEC3G blk, RXFP1 agonist
CCC(C)[C@H]1CN=C(N)N1CCc1cccc(F)c1 (some centres not stated)
    -25%, 9%[57.1 µM], -5, -3%, -9%, 0%, 2, -5%, /
COc1nc(-c2ccccc2)cc(-c2ccc(OC)c(OC)c2)n1
    -16%, 213%[activator], 6, 2%, 7%, 0%, -3, 2%, 8.0%
COC(=O)NCc1c(C)nn(-c2ccccc2)c1-n1cccc1
    -22%, -6%, -15, -4%, 0%, -8%, 0, -6%, -0.2%
CCOCC(=O)N1CCc2ccccc21
    -16%, 4%, 2, -5%, 4%, -1%, -2, -2%, 0.0%
Cc1ccc(C(=O)CCS(=O)(=O)c2ccc(Br)cc2)cc1
    -23%, 14%, -5, -18%, -2%, 2%, 24, -8%, -0.3%
CCN1CCN(C(=O)c2ccc3c(c2)N(Cc2ccccc2)C(=O)c2ccccc2S3(=O)=O)CC1
    -15%&-20%, 6%[57.1 µM], -5&-9, -2%, 13%, -8%, -3&-3, 1%, -0.1%&-1.1%
CCOc1cc(/C=C(\CC(=O)O)c2nc3ccccc3s2)ccc1OC
    -20%, 9%[57.1 µM], -2, -2%, 0%, -8%, 2, -2%, 1.2%
CCN(CC)CCC(c1cc(OC)c(OC)c(OC)c1)c1c(O)cc(OC)cc1OC (configuration not stated)
    14%, -10%, 6, -3%&-7%, -13%, -1%, -2, 1%&1%, 0.0%
CCc1ccc(OCC(=O)Nc2ncc3c(n2)CC(C)(C)CC3=O)cc1
    2%, -3%, -4, -2%, -1%, 1%, 6, 0%, -1.5%
Cc1ccc(-n2c(Cn3c(C)nc4ccccc43)n[nH]c2=S)cc1
    3%, -1%, -18, -4%, 2%, 2%, -5, 3%, -0.9%
COc1ccc(Nc2nc(-c3sc(C)nc3C)cs2)cc1
    -21%, 10%[2.29 µM], 2, 4%, -2%, -6%, -2, -12%, -0.5%
COc1ccc(C(=O)Nc2nc(CC(=O)NCc3c(F)cccc3F)cs2)cc1
    -3%, /, -3, -1%, 0%, -17%, -1, -7%, /
COc1ccc(CC(=O)Nc2ccncc2Cl)cc1
    -14%, 3%, 0, -1%, -7%, -6%, 1, 3%, -2.5%
Cc1cc(C)c(NC(=O)Cn2c(=O)n(-c3cccc(C(F)(F)F)c3)c(=O)c3c(C)c(C)sc32)c(C)c1
    -8%, 1%, -10, /, /, /, 2, /, 3.0%
CCCn1c(SCC(=O)N2N=C3/C(=C/c4ccc(OC)cc4)CCCC3C2c2ccc(OC)cc2)n[nH]c1=O (configuration not stated)
    -23%, 4%, 4, -5%, -1%, -5%, -7, 3%, 0.1%
O=C(CSc1ccc(-c2ccco2)nn1)NCc1ccc(F)cc1
    -6%, 7%, 4, -2%, 1%, ?, -3, -1%, 10%
O=C(CC1NCCNC1=O)OCCCc1ccccc1 (configuration not stated)
    -28%, 2%, -4, -4%, 8%, 2%, 3, 0%, -0.4%
Cn1c2ccccc2c2c(C(=O)N3CCN(c4ccccn4)CC3)cn(C3CCCC3)c(=O)c21
    -24%, 22%, -3, -3%, -1%, 1%, -10, 1%, 0.5%
Cc1nn(C)c(C)c1C(C)NC(=O)c1cc(COc2ccc(F)c(F)c2)on1 (configuration not stated)
    -7%, 4%[57.1 µM], -14, 9%, 0%, -9%, 8, 1%, -3.5%
Clc1cnc(N/N=C/c2ccncc2)c(Cl)c1
    -20%, -5%, -1, -4%, -1%, -8%, -1, 1%, -1.6%
Fc1ccccc1-c1cc2cc3c(cc2cn1)OCO3
    -26%, 4%, -1, -1%, 16%, -2%, -10, -8%, /
O=C(Nc1nc2n(n1)C(c1ccc(Cl)cc1)CC(c1ccc(Cl)cc1)N2)c1ccco1 (configuration not stated)
    -5%, -10%, 1, 0%, -2%, -18%, -3, -24%, 1.1%
Cc1ccc(NC(=O)CCCn2c(=S)[nH]c3ccsc3c2=O)cc1C
    -25%, -10%, -3, 9%, -7%, 3%, -3, 0%, 5.2%
Cc1cccc(OCCSCc2nc3ccccc3[nH]2)c1
    -10%, -7%, -2, -5%, 2%, -6%, -2, 2%, 3.4%
CCOC(=O)C1CCN(C(=O)Cn2nc(C)n3c(cc4cc(F)ccc43)c2=O)CC1
    -23%&-8%, 14%&15%, 1&-4, -3%&-3%, 8%&-6%, 2%&0%, -1&-2, 0%&-4%, 24%&27%
O=[N+]([O-])c1ccc(Sc2n[nH]c(-c3ccco3)n2)nc1
    -5%, -10%, -3, 2%, 0%, -15%, 1, 0%, -0.5%
CCN(CCn1cccn1)C(=O)CCc1nnc(-c2ccccc2)o1
    -14%, 6%, 0, 5%, 18%, -14%, -1, 1%, -1.3%
Cc1cccc(N2CCN(C(=O)c3ccc4c(c3)c(C)c(C)n4C)CC2)c1C
    -4%, 7%[57.1 µM], 1, 1%, 1%, -6%, 2, 1%, 27%
Cc1ccc(Cn2c([N+](=O)[O-])cnc2C)cc1
    0%, -11%, -2, -2%, 0%, -15%, 7, 2%, -1.0%
NS(=O)(=O)c1ccc(CCNC(=O)c2ccc(Cl)c(S(=O)(=O)NCc3ccco3)c2)cc1
    -39%, 2%, -10, -3%, 4%, ?, -3, 0%, /
CC1CCN(S(=O)(=O)c2ccc(NC(=O)CN3CCCC(C)C3)cc2)CC1 (configuration not stated)
    ?, 7%[57.1 µM], 6, -1%, 4%, -12%, 0, -1%, 0.3%
CCc1nc2c(OCCOC)cccn2c1N(C)C(=O)c1ccco1
    /, /, -2, -2%, /, /, 1, -4%, /
CCC(C)N(C(=O)COC(=O)COc1c(C)cc(C)cc1C)C1CCS(=O)(=O)C1 (configuration not stated)
    -22%, -1%, -5, 0%, 3%, 10%, -2, 0%, -0.4%
Cc1cc(C)nc(Nc2nc(-c3ccccc3)cs2)n1
    -23%, -6%, 0, -9%, 9%, 1%, -11, 0%, 3.7%
Cc1cc(NC(=O)c2cc(-c3ccco3)on2)nn1Cc1ccc(Cl)cc1
    -24%, 17%, -12, -5%, 4%, 0%, 3, 0%, -0.2%
Cc1cccc(-c2c3c(=O)n(C)c(=O)n(C)c3cn2C(C)(C)C)c1
    -11%, -11%, -6, -4%, 6%, -3%, -6, -2%, 2.7%
CC(=O)c1cc(-c2ccccc2)n(CC(=O)N2CCCC2)c1C
    -9%, 8%, -10, -3%, -6%, 2%, -6, -7%, 2.5%
Cc1ccc(C)c(S(=O)(=O)c2nnn3c2nc(NC2CCCCC2)c2sccc23)c1
    -20%, 8%, -3, -6%, -18%, -7%, -3, -1%, 5.5%
COCCCNC(=O)CCC(=O)N1Cc2cccc(OC)c2Oc2ncccc21
    13%, -3%, -1, -1%, -6%, -1%, 2, 1%, -1.6%
CCc1c(C)c(C#N)c2nc3ccccc3n2c1Nc1cccc(C(F)(F)F)c1
    8%, 12%[11.4 µM], 1, /, /, /, -4, /, 7.4%
Cc1cc2c3c(c1C)C(=O)C(=O)N3C(C)(C)CC2C (configuration not stated)
    -11%, 4%, 1, -4%, 11%, 1%, 1, 2%, 2.3%
Cn1nc(C(F)(F)F)c(C(=O)Nc2cccc(C(F)(F)F)c2)c1SCc1ccc(Cl)cc1
    -16%, -13%, 5, -3%, 7%, -8%, 0, 3%, 0.8%
O=C(NCC(=O)N(c1ccc(F)cc1)C(C(=O)NC1CCCC1)c1cccnc1)c1ccco1 (configuration not stated)
    -17%, 13%[57.1 µM], 2, -2%, 9%, -17%, -1, 0%, 1.6%
Cc1nccn1-c1cc(C(C)(C)C)nc2c(-c3ccccc3)cnn12
    -9%, 8%, -4, 6%, 3%, -2%, 5, 0%, 0.9%
COCCCN1C(=O)C(=O)/C(=C(/O)c2ccc(S(=O)(=O)N3CCCCC3)cc2)C1c1ccc(O)c(OC)c1 (configuration not stated)
    -21%, -10%, 0, 0%, -5%, -12%, 2, 3%, -0.2%
Cn1nc(-c2ccccc2)c(C(=O)Nc2ccc(C(F)(F)F)cc2)c1Cl
    -12%, 6%, -8, -3%, -4%, 0%, 2, 0%, 0.2%
Cc1cc(CC(=O)O)c2oc(-c3ccoc3)cc(=O)c2c1
    -9%, 2%, 1, -5%, 10%, -13%, -1, 0%, /
CN(C)C(CNC(=O)c1cccc(S(=O)(=O)N2CCN(c3ccccc3)CC2)c1)c1ccccc1 (configuration not stated)
    -6%, -7%, -2, -3%, -10%, 1%, 3, 2%, /
Cc1ccccc1S(=O)(=O)Cc1ccc(C(=O)NC(C)c2ccccc2)o1 (configuration not stated)
    -8%, -11%, -2, -6%, 6%, -1%, 4, -7%, 1.8%
Cc1cc(C)n(C(=O)CN(C)S(=O)(=O)c2ccc([N+](=O)[O-])cc2)n1
    -2%, -2%, -1, 0%, 4%, 8%, -1, 1%, 6.6%
Cc1ccc2[nH]c(=O)c(CN(CCCN(C)C)C(=O)Nc3ccc(Cl)cc3)cc2c1
    -13%, 10%, -3, -4%, -2%, -6%, 5, -1%, 2.0%
CCCOc1ccc(C(=O)NNC(=S)NC(C)=O)cc1
    -8%, -7%, -6, 3%, -2%, 0%, 26, 9%, -1.9%
